phage Ecoli inh – E. coli growth loss with phage present | growth absorbance | inhibition, % at 11.9 µM | hit rate 0.26% among 360,000 | AID 651602; in the data active = inhibition above about 11%
Active calls of the source: *.

CCN(CC)C(=O)c1ncn2c1C(=O)N[C@H](C)C2 was read as phage Ecoli inh -0.7.
`COc1ccc(-c2oc3c4c2C(=O)OCCOC4CCC3)cc1` (stereo not drawn) gave phage Ecoli inh 0.9.
Screening COc1cc(Cn2c3ccc(NC(=S)NCc4ccc(C)cc4)cc3c(=O)n2C)ccc1F returned phage Ecoli inh 0.8.
Screening COc1cccc(C(CC2=CCCCC2)NC(=O)C(F)(F)F)c1 (stereo not drawn) returned phage Ecoli inh 2.6.
`O=C(N[C@H](C(=O)N1CCC[C@H]1C(=O)NCCc1ccccc1Cl)C1CCCCC1)c1ccccc1` gave phage Ecoli inh -0.2.
`CCNC(=O)C1CCCN(C(=O)c2ccc(C)c(F)c2)CC1` (stereo not drawn) gave phage Ecoli inh 3.5.
For COC[C@@H]1CCCN1c1ccc2c(c1)O[C@H](COCc1ccccc1)CN([C@H](C)c1ccccc1)S2(=O)=O the results were phage Ecoli inh 1.0.
N#Cc1ccccc1S(=O)(=O)NC(=O)[C@H]1O[C@@H](n2cnc3c(N)ncnc32)[C@H](O)[C@@H]1O was read as phage Ecoli inh 1.8.
`CCCc1c(-c2ccc(Cl)cc2)ncn1Cc1ccccc1OC` gave phage Ecoli inh 1.9.
For CCCCNC(=O)c1nc(C2CCN(S(=O)(=O)c3ccc(F)c(F)c3)CC2)oc1-c1ccccc1 the results were phage Ecoli inh 2.9.
For CC1(C(=O)Nc2ccc(Cl)cc2)Cc2c(-c3ccc4c(c3)OCO4)ccnc2O1 (stereo not drawn) the results were phage Ecoli inh 0.2.
COc1ccc(C(=O)N2CCCC(c3cc(C(=O)NCc4ccc(F)cc4)no3)C2)cc1 (stereo not drawn) was read as phage Ecoli inh -1.3.
Screening COC(=O)c1cc2c(c3c4ccccc4n(S(=O)(=O)c4ccc(OC)cc4)c13)C(=O)N(Cc1ccccc1OC)C2 returned phage Ecoli inh 3.2.
CCNC(=O)C1(C)CCN(C(=O)c2cccc(C(F)(F)F)c2)C1 (stereo not drawn) was read as phage Ecoli inh 2.5.
`CCCN(C)C1CN(Cc2cn(CCCOC)nn2)S(=O)(=O)C1` (stereo not drawn) gave phage Ecoli inh 3.8.
`C=CS(=O)(=O)N[C@@H](CSSC[C@H](NS(=O)(=O)C=C)C(=O)OC)C(=O)OC` gave phage Ecoli inh 1.0.
Screening CC1(C(=O)NS(=O)(=O)c2ccccc2Cl)CCN1C(=O)C/C=C/c1ccccc1 (stereo not drawn) returned phage Ecoli inh 2.9.
`CCOC(=O)CC1(C)c2nc(NC(C)=O)sc2Cc2sc(NC(C)=O)nc21` gave phage Ecoli inh 0.7.
For COc1ccc(NC(=O)C(c2ccccc2)n2c(=O)c(-c3cc4ccccc4[nH]3)nc3ccccc32)cc1 (stereo not drawn) the results were phage Ecoli inh 3.1.
CC(C)C[C@H]1CNC(=O)C(=O)N1C[C@H](Cc1ccc(O)cc1)NC(=O)Cc1ccccc1 was read as phage Ecoli inh 2.0.
Screening C[C@@H]1CCCCO[C@@H](CN(C)C(=O)CCCN(C)C)[C@@H](C)CN([C@H](C)CO)C(=O)c2cc(N(C)C)ccc2O1 returned phage Ecoli inh 1.6.
For CCOC(=O)C(C)(C)CC#CCN(CC#Cc1ccccc1)S(=O)(=O)c1ccc(C)cc1 the results were phage Ecoli inh 0.2.
Screening COc1ccc(-c2nc3c4ccccc4ccn3c2Cc2cccc(Cl)c2)cc1OC returned phage Ecoli inh 2.0.
For NC(Cc1ccc(Cl)cc1)c1csc(Nc2ccc(S(N)(=O)=O)cc2)n1 (stereo not drawn) the results were phage Ecoli inh -0.8.
CC(=O)CCN1CCSCCS1(=O)=O was read as phage Ecoli inh 2.9.
Screening COC(=O)C1=C(C)N(C)C(=NCc2ccc(OC)cc2)NC1c1ccccc1 (stereo not drawn) returned phage Ecoli inh -0.5.
COc1ccc(NC(=O)C(C2CC2)n2c(=O)c(-c3ccco3)nc3ccccc32)cc1 (stereo not drawn) was read as phage Ecoli inh 2.4.
`CC(C)CNc1cccc2c1S(=O)(=O)N[C@@H](C)CO2` gave phage Ecoli inh -0.1.
Screening O=C(NCC(F)(F)F)c1cc2c(c(-c3cccc(-c4ccccc4F)c3)n1)[C@@H](CCO)N(C(=O)CC1CC1)C2 returned phage Ecoli inh -0.1.
COc1ccc(S(=O)(=O)N2CCC[C@H]2C(=O)N2CCC[C@H]2C(=O)NCc2ccc(F)cc2F)cc1C was read as phage Ecoli inh 1.3.

14 structures already listed, sorted by molar mass, low to high.
CC(=O)CCN1CCSCCS1(=O)=O was read as phage Ecoli inh 2.9.
`CC(C)CNc1cccc2c1S(=O)(=O)N[C@@H](C)CO2` gave phage Ecoli inh -0.1.
CCNC(=O)C1(C)CCN(C(=O)c2cccc(C(F)(F)F)c2)C1 (stereo not drawn) was read as phage Ecoli inh 2.5.
Screening COC(=O)C1=C(C)N(C)C(=NCc2ccc(OC)cc2)NC1c1ccccc1 (stereo not drawn) returned phage Ecoli inh -0.5.
For NC(Cc1ccc(Cl)cc1)c1csc(Nc2ccc(S(N)(=O)=O)cc2)n1 (stereo not drawn) the results were phage Ecoli inh -0.8.
COc1ccc(NC(=O)C(C2CC2)n2c(=O)c(-c3ccco3)nc3ccccc32)cc1 (stereo not drawn) was read as phage Ecoli inh 2.4.
Screening COc1ccc(-c2nc3c4ccccc4ccn3c2Cc2cccc(Cl)c2)cc1OC returned phage Ecoli inh 2.0.
Screening CC1(C(=O)NS(=O)(=O)c2ccccc2Cl)CCN1C(=O)C/C=C/c1ccccc1 (stereo not drawn) returned phage Ecoli inh 2.9.
CC(C)C[C@H]1CNC(=O)C(=O)N1C[C@H](Cc1ccc(O)cc1)NC(=O)Cc1ccccc1 was read as phage Ecoli inh 2.0.
`C=CS(=O)(=O)N[C@@H](CSSC[C@H](NS(=O)(=O)C=C)C(=O)OC)C(=O)OC` gave phage Ecoli inh 1.0.
For CCOC(=O)C(C)(C)CC#CCN(CC#Cc1ccccc1)S(=O)(=O)c1ccc(C)cc1 the results were phage Ecoli inh 0.2.
For COc1ccc(NC(=O)C(c2ccccc2)n2c(=O)c(-c3cc4ccccc4[nH]3)nc3ccccc32)cc1 (stereo not drawn) the results were phage Ecoli inh 3.1.
COc1ccc(S(=O)(=O)N2CCC[C@H]2C(=O)N2CCC[C@H]2C(=O)NCc2ccc(F)cc2F)cc1C was read as phage Ecoli inh 1.3.
Screening C[C@@H]1CCCCO[C@@H](CN(C)C(=O)CCCN(C)C)[C@@H](C)CN([C@H](C)CO)C(=O)c2cc(N(C)C)ccc2O1 returned phage Ecoli inh 1.6.

Remaining list, next part.
For COc1ccc(CCC(=O)Nc2c(-c3ccc(N(C)C)cc3)[nH][nH]c2=O)cc1 the results were phage Ecoli inh 0.7.
For CSCC[C@@H](CO)NC(=O)[C@H]1O[C@@H](n2ccc(N)nc2=O)[C@H](O)[C@@H]1O the results were phage Ecoli inh 0.0.
For COc1ccccc1-c1csc(C(C)(O)c2cccc(F)c2)n1 (stereo not drawn) the results were phage Ecoli inh 4.5.
For NC(c1ccc(F)c(F)c1)c1nc(-c2ccc3ccccc3c2)cs1 (stereo not drawn) the results were phage Ecoli inh 2.0.
CCCS(=O)(=O)NC(=O)C1(C)CCCN(C(=O)c2c(-c3ccccc3)noc2C)C1 (stereo not drawn) was read as phage Ecoli inh 5.0.
`COc1cccc(C(C)(O)c2nc(-c3cccc(F)c3)cs2)c1` (stereo not drawn) gave phage Ecoli inh 2.6.
`CC1(C(=O)NS(=O)(=O)c2ccc(Cl)s2)CCN1C(=O)Cc1ccc(-c2ccccc2)cc1` (stereo not drawn) gave phage Ecoli inh 2.6.
CCOC(=O)c1c(Nc2ccc(OC)cc2)n[nH]c1C was read as phage Ecoli inh 2.9.
For O=C(NCc1ccccc1)c1cc(C2CCCN(C(=O)c3cccs3)C2)on1 (stereo not drawn) the results were phage Ecoli inh 0.9.
`Nc1ccn([C@@H]2O[C@H](C(=O)N[C@H](Cc3ccccc3)C(=O)Nc3ccc4scnc4c3)[C@@H](O)[C@H]2O)c(=O)n1` gave phage Ecoli inh 1.1.
For COc1ccc(OC)c(C=C2CCc3ccccc3C2=O)c1 the results were phage Ecoli inh 2.0.
`O=C(Nc1cccc(F)c1)Nc1nnc([C@@H]2C[C@H](O)[C@@H](CO)O2)s1` gave phage Ecoli inh -0.3.
Cc1ccccc1CN1C(=O)c2ccccc2C1c1nnnn1Cc1ccccc1 (stereo not drawn) was read as phage Ecoli inh 1.6.
`COC(=O)[C@]12CCCCC=C1N(Cc1cccc3ccccc13)C(=O)[C@H](CC(=O)NCc1ccccc1)C2` gave phage Ecoli inh 2.3.
CCCS(=O)(=O)NC(=O)C1(C)CCCN(C(=O)c2ccc(C#N)cc2)C1 (stereo not drawn) was read as phage Ecoli inh 4.3.
COc1ccc(CN2C[C@@H](CO)O[C@@H](n3cnc4c(NCc5ccncc5)ncnc43)C2)cc1 was read as phage Ecoli inh 1.9.
Screening CC(C)CNc1ncnc2c1ncn2[C@H]1CN(Cc2ccc3c(c2)OCO3)C[C@@H](CO)O1 returned phage Ecoli inh -1.2.
Screening CC(=O)Nc1cccc(-c2ccnc3c2CC(C(=O)NCc2cccs2)O3)c1 (stereo not drawn) returned phage Ecoli inh 2.3.
For CC1(C(=O)NS(=O)(=O)c2ccccc2Cl)CCN1C(=O)CCc1cccs1 (stereo not drawn) the results were phage Ecoli inh -1.3.
`COC(=O)[C@]12C[C@H](CC(=O)N3CCN(C(=O)C4CC4)CC3)C(=O)N(CCC3=CCCCC3)C1=C[C@H](C(C)(C)C)O[C@@H]2C` gave phage Ecoli inh 2.4.
`COc1ccc(NC(=O)C2(C)Cc3c(-c4ccc(NC(C)=O)cc4)ccnc3O2)cn1` (stereo not drawn) gave phage Ecoli inh -0.7.
Screening COc1ccc(NC(=O)c2cc(C3CCCCN3S(=O)(=O)c3c(C)noc3C)on2)c(C)c1 (stereo not drawn) returned phage Ecoli inh 0.5.
CCOC(=O)C1=CCN(S(=O)(=O)c2ccc(F)cc2)C1c1ccccc1 (stereo not drawn) was read as phage Ecoli inh 2.9.
Screening CC1(C(=O)NCc2ccco2)Cc2c(-c3cccc(C(F)(F)F)c3)ccnc2O1 (stereo not drawn) returned phage Ecoli inh 1.2.
`CCCS(=O)(=O)NC(=O)C1(C)CCN(C(=O)c2cccnc2Oc2ccccc2)C1` (stereo not drawn) gave phage Ecoli inh 3.2.
Screening COc1ccc(C2=Nc3ccccc3NC(=O)C2N(C(=O)c2cc3ccccc3[nH]2)c2ccccc2)cc1 (stereo not drawn) returned phage Ecoli inh 2.4.
CC(=O)NCC1(c2ccccc2)CCN(CC2COc3ccccc3O2)CC1 (stereo not drawn) was read as phage Ecoli inh 3.4.
O=S1(=O)C=C[C@@H](COCc2ccccc2)N1Cc1ccc(Br)cc1 was read as phage Ecoli inh 4.3.
For CC(C)NC(=O)c1csc([C@@H]2O[C@H](CO)[C@H](O)[C@H](O)[C@H]2O)n1 the results were phage Ecoli inh 2.7.
Screening O=C(NCc1cccnc1)c1cc(C2CCCN(C(=O)c3ccc4c(c3)CCO4)C2)on1 (stereo not drawn) returned phage Ecoli inh 3.3.
Screening COC(=O)C1=C(C)N(C)C(=NCC2CC2)NC1c1ccccc1 (stereo not drawn) returned phage Ecoli inh 1.3.
Nc1nc(Cl)nc2c1ncn2C1OC(CO)C(O)C1O (stereo not drawn) was read as phage Ecoli inh 3.9.
`CCc1ccc([C@@H]2CC(=O)[C@@H]3CN(S(=O)(=O)c4ccccc4)[C@H](c4ccc(OC)cc4)C[C@@H]3N2S(=O)(=O)c2ccc(C)cc2)cc1` gave phage Ecoli inh -0.2.
O=C(Nc1ccc(Cl)cc1)c1csc([C@@H]2C[C@H](O)[C@@H](CO)O2)n1 was read as phage Ecoli inh 0.8.
`Nc1[nH]c(C(=O)c2ccccc2)c(-c2ccc(Cl)cc2Cl)c1C(=O)c1ccc(Cl)cc1` gave phage Ecoli inh 1.4.
Screening COc1ccc(CNC(=O)/C=C/[C@H]2O[C@@H](n3ccc(=O)[nH]c3=O)[C@H](O)[C@@H]2O)cc1 returned phage Ecoli inh 3.2.
For O=S1(=O)CC(N2CCC(c3ccccc3)CC2)CN1Cc1ccccc1 (stereo not drawn) the results were phage Ecoli inh 3.8.
`CCC(CO)Nc1ccn2nc(-c3ccccc3)cc2n1` (stereo not drawn) gave phage Ecoli inh 4.1.
Screening CCN=C1NC(c2ccc(F)cc2)C(C(=O)OC)=C(C)N1Cc1ccccc1C(F)(F)F (stereo not drawn) returned phage Ecoli inh -0.3.
Screening O=C1C=CC(c2c[nH]c3ccccc23)CC1 (stereo not drawn) returned phage Ecoli inh 0.2.
CCOC(=O)[C@]12CCC=C1N(CCC1=CCCCC1)C(=O)[C@H](CC(=O)N1CCOCC1)C2 was read as phage Ecoli inh 2.2.
For CCc1nc2c(OCc3ccc4c(c3)OCO4)cccn2c1N(C=O)Cc1ccccc1 the results were phage Ecoli inh 0.7.
Screening CCNC(=O)C1(C)CCN(Cc2ccc(-c3ccccc3)cc2)C1 (stereo not drawn) returned phage Ecoli inh 3.4.
Screening Cc1ccc(S(=O)(=O)N2C[C@H]3C(=O)C[C@@H](c4cccc(C)c4)N(S(=O)(=O)c4ccc(C)cc4)[C@H]3C[C@H]2c2ccccc2)cc1 returned phage Ecoli inh 2.6.
Screening CS(=O)(=O)c1ccc(C(=O)OCC(=O)N2CCOCC2)cc1[N+](=O)[O-] returned phage Ecoli inh 1.9.
`O=C(NCCC1=CCCCC1)c1[nH]c(C(F)(F)F)nc1-c1ccccc1` gave phage Ecoli inh 4.5.
`CC(C)(C)c1ccc(CC(=O)N2CCC2(C)C(=O)N2CCCCC2)cc1` (stereo not drawn) gave phage Ecoli inh 3.0.
CN1OC[C@@H]2CN(C(=O)c3ccc([N+](=O)[O-])cc3)[C@H](c3ccccc3Br)C[C@@H]21 was read as phage Ecoli inh -0.2.
`COC(=O)[C@@]12C[C@@H](CC(=O)N3CCCC3)C(=O)N(Cc3cccc4ccccc34)C1=CCC(C)(C)C2` gave phage Ecoli inh 0.8.
Screening CCCN(C)C1CN(Cc2cn(CCCC(=O)OC)nn2)S(=O)(=O)C1 (stereo not drawn) returned phage Ecoli inh -0.3.
`CCOc1ccc(Cl)cc1-c1cc(C(=O)Nc2ccc(F)cc2)[nH]n1` gave phage Ecoli inh 4.7.
`CCCc1ccc(-c2cc(NC(=O)Cc3c(C)[nH]c4ccccc34)ccc2N(C)c2cccnc2)cc1` gave phage Ecoli inh -1.4.
Nc1ccn([C@@H]2O[C@H](C(=O)N[C@H](COC=O)Cc3ccccc3)[C@@H](O)[C@H]2O)c(=O)n1 was read as phage Ecoli inh 1.6.

From PubChem BioAssay

The list is partial (hit frequency here may not be typical).
